# TRPC4 inh: inhibitors of mouse TRPC4 channel, primary screen, Fluo4 calcium, HEK293 TRPC4beta/mu-opioid cells; actives 0.39% (n = 300,000); B-score at 10 µM; DAMGO-evoked Fluo4 calcium flux; stronger effect = lower value; Short transient receptor potential channel 4 (Mus musculus), Q9QUQ5; AID 2247, 2010;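 active means B-score over 3 SD under the library average, no early fluorescence shift, positive overall ratio signal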
#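 material = TRPC4beta/mu-opioid receptor HEK293 cell line | probe or stimulus = sequential submaximal and maximal DAMGO stimulation | compound dosing = one concentration per compound | measured by = Fluo4 Ca2+ flux fluorescence | evaluation = integrated fluorescence ratio relative to baseline, converted to per-well B score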
# MrgX1 PAM: positive allosteric modulators of MrgX1, primary screen, HEK293 cells, Fluo-4 calcium flux. actives 0.63% (n = 310,000). B-score at 10 µM. Mas-related G-protein coupled receptor member X1 (Homo sapiens), Q96LB2. AID 588675, 2011. FDSS; stronger effect = higher value;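 active means plate-corrected calcium response at least 3 library SD above typical, normal starting fluorescence, not activating the receptor alone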;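 further: compound read alongside a low EC10 to EC30 dose of BAM8-22 agonist; peak minus trough fluorescence over baseline measured at the second addition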
# MrgX1 antag: antagonists of human MrgX1 receptor, primary screen, HEK293 cells, Fluo-4 calcium flux. BAM8-22 antagonism; stronger effect = lower value. actives 1.3% (n = 310,000). Mas-related G-protein coupled receptor member X1 (Homo sapiens), Q96LB2. B-score at 10 µM;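 active means calcium-response B-score plate-corrected more than 3 library SD below zero, starting fluorescence within 5 deviations, no agonist response on first addition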;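 further: peak minus trough fluorescence over baseline after final BAM8-22 challenge near maximal dose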
# MrgX1 agonist: agonists of human MrgX1 receptor, primary screen, HEK293 cells, Fluo-4 calcium flux; Mas-related G-protein coupled receptor member X1 (Homo sapiens), Q96LB2; Fluo-4 calcium fluorescence, agonist mode; stronger effect = higher value; B-score at 10 µM; actives 0.44% (n = 310,000); AID 588627, 2011;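 active means calcium response B-score plate-corrected fluorescence ratio at least 3 library SD, with starting fluorescence B-score inside 5 SD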
#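 Test system: HEK293 cells stably expressing human MrgX1 receptor; Input: fifteen thousand cells per well; Dosing: compound delivered in addition one of three; Schedule: overnight seeding, then 1 h dark dye loading; Technique: Fluo-4 NW calcium fluorescence; Measure: B-scored fluorescence response ratio; Controls: positive and negative controls per plate.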
# TRPC6 inhibitor: mouse TRPC6 channel inhibitors, primary screen, cell-based, HEK293, membrane potential dye. B-score at 10 µM. ACh-evoked depolarization; stronger effect = lower value. actives 1.1% (n = 310,000). AID 2553, 2010;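 active means B-score under library mean minus 3 SD, initial fluorescence not abnormally high, positive integrated signal ratio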;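 further: B-score derived from integrated fluorescence ratio over the kinetic read; more negative B-score means stronger inhibition of depolarization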
# Target sequence (Q61143 whole entry, looked up): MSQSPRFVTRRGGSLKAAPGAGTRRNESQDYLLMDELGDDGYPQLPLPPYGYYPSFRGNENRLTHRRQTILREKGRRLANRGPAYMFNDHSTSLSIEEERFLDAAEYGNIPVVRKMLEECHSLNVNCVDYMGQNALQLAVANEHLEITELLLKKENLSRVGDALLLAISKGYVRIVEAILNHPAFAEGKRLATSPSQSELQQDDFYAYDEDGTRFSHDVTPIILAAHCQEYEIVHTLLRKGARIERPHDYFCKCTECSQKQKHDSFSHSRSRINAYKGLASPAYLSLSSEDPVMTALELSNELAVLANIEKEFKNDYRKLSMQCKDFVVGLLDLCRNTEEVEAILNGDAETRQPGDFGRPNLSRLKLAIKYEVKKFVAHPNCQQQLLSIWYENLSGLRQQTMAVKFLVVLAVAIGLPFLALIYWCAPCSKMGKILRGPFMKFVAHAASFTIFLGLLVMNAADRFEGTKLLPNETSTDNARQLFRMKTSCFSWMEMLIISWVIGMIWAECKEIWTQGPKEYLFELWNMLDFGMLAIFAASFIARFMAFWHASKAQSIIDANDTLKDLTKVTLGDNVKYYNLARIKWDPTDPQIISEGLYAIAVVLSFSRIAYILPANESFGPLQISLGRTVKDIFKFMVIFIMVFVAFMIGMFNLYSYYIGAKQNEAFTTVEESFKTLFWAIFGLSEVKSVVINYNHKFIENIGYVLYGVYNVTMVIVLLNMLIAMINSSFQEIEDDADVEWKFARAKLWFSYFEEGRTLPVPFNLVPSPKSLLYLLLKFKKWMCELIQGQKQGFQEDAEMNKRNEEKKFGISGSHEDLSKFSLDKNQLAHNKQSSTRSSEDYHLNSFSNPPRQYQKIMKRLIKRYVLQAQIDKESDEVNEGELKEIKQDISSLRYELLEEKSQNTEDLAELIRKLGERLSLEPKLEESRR
# TRPC6 act: mouse TRPC6 channel activators, primary screen, cell-based, HEK293, membrane potential dye; Short transient receptor potential channel 6 (Mus musculus), Q61143; B-score at 10 µM; actives 0.13% (n = 310,000); HEK293-TRPC6 membrane potential dye fluorescence; stronger effect = higher value;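 active means B-score of the integrated fluorescence ratio above library mean plus 3 SD, and starting fluorescence ratio within library mean plus 5 SD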;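 further: higher score means more depolarization so channel activation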
# TRPC4 agonist: activators of mouse TRPC4 channel, primary screen, Fluo4 calcium, HEK293 TRPC4beta/mu-opioid cells; Short transient receptor potential channel 4 (Mus musculus), Q9QUQ5; Fluo4 calcium fluorescence; stronger effect = higher value; B-score at 10 µM; actives 0.49% (n = 310,000); AID 2237, 2010;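 active means B-score above 5 SD of library B-scores, and initial fluorescence ratio not above library mean plus 5 SD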;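 further: positive B-score marks a calcium rise read as TRPC4 activation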
#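 Material: TRPC4beta and mu-opioid receptor HEK293 stable cells | Incubation: 45 min room-temperature Fluo4 loading, 110 s read | Detection: Kinetic Fluo4 calcium fluorescence | Measure: Integrated baseline-normalised fluorescence ratio, converted to per-well B score | Benchmarks: Low control buffer alone, high control maximal DAMGO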
# TRPC4 PAM: positive allosteric modulators of TRPC4, primary screen, cell-based, mouse TRPC4beta, HEK293 mu-opioid, Fluo-4 calcium; DAMGO EC20, Fluo-4 Ca2+ flux; stronger effect = higher value; Short transient receptor potential channel 4 (Mus musculus), Q9QUQ5; actives 0.42% (n = 310,000); B-score at 10 µM;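 active means B-score of calcium response area above 5 SD of library B-scores, with initial fluorescence ratio within 5 SD of library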;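 further: B-score of integrated fluorescence ratio over time as area under calcium response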
# SKKanGAS inh: S. pyogenes SKKanGAS growth inhibitors in kanamycin, primary screen, streptokinase expression inhibitor project, SKKanGAS strain, BacTiter-Glo luminescence; AID 1662, 2009; inhibition, % at 7.5 µM; 6 h; actives 1.3% (n = 300,000);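 active means mean replicate score, as percent of positive control median, at least 50; inconclusive means mean below 50 but one replicate at or above 50; inactive means mean and every replicate below 50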;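 further: strain carries kanamycin resistance gene driven by streptokinase promoter and grows in 40 µg/ml kanamycin; loss of luminescence reflects streptokinase promoter inhibition or plain growth inhibition; 0% = median of DMSO wells and 100% = positive control at its reference dose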
# TMEM16A act: TMEM16A chloride channel activators or potentiators, primary screen, cell-based, HTS; HEK293 TMEM16A/YFP-H148Q/I152L, iodide quench fluorescence; stronger effect = lower value; B-score at 10 µM; actives 0.3% (n = 340,000); AID 623877, 2012;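 active means fluorescence-ratio B-score plate-corrected deviation score at least 3 library SD below zero, with starting fluorescence score within 5 deviations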;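 further: channel opened by trigger with iodide after compound preincubation; score built on the fluorescence ratio of max minus min over baseline; more negative score means more quench and so TMEM16A activation or potentiation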
# TMEM16A inh: TMEM16A chloride channel inhibitors, primary screen, cell-based, HTS; Anoctamin-1 (Mus musculus), Q8BHY3; HEK293 TMEM16A/YFP iodide influx fluorescence, ionomycin; normalized B-score (activity score, 25-100; higher = stronger inhibition) at 10 µM; actives 1.2% (n = 310,000);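 active means ratio plate-corrected score three or more library SD toward inhibition, starting fluorescence score within five deviations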;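 further: score derived from kinetic fluorescence span divided by baseline fluorescence per well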
# * marks the source's active call; other numbers are inactive results; i = inactive; ? = inconclusive; / = no result given.
# Values run as follows: TRPC4 inh	MrgX1 PAM	MrgX1 antag	MrgX1 agonist	TRPC6 inhibitor	TRPC6 act	TRPC4 agonist	TRPC4 PAM	SKKanGAS inh	TMEM16A act	TMEM16A inh
CC1=NN(S(=O)(=O)c2ccc(F)cc2)C(=O)c2ccccc2O1
  i	i	i	i	i	i	i	i	17	i	i
COc1ccc(OCC(O)CN2CCC(CN3C(=O)c4cccc5cccc(c45)C3=O)CC2)cc1 (centres undefined)
  i	i	i	i	i	i	i	i	4	i	i
Nc1nonc1-n1nnc(C(=O)c2ccccc2)c1-c1ccccc1
  i	i	i	i	i	i	i	i	-8	i	i
Cc1ccc[n+](C(C)C(=O)c2ccc(Cl)cc2)c1 (centres undefined)
  i	i	i	i	i	i	i	i	6	i	i
CCOc1ccc(Nc2nc(Cc3nnc(SCC(=O)NC4CCCC4)n3C)cs2)cc1
  i	i	i	i	i	i	i	i	-12	i	i
Cc1c(NC(=O)C2CCCN(S(=O)(=O)c3cnc[nH]3)C2)c(=O)n(-c2ccccc2)n1C (centres undefined)
  i	i	-7.3*	i	i	i	i	i	0	i	i
CN1c2ccccc2-c2nc3ccccc3n2C1c1ccccn1 (centres undefined)
  i	i	i	i	i	i	i	i	3	i	i
C=CCn1c(COc2ccccc2)nnc1SCC(=O)N/N=C/c1cc(Cl)ccc1O
  i	i	i	i	i	i	i	i	63*	i	i
CCS(=O)(=O)N1CCC(C(=O)NC2CCCCCCC2)CC1
  i	i	i	i	i	i	i	i	5	i	i
COc1ccc(CCNc2ccncn2)cc1
  i	i	i	i	i	i	i	i	-6	i	i
Cc1ccc(S(=O)(=O)CC(=O)Nc2ccc(F)c(F)c2F)cc1
  i	i	i	i	i	i	i	i	-4	i	i
CCCCn1c(N)c(N(CC(C)C)C(=O)CCC2CCCCC2)c(=O)[nH]c1=O
  i	i	i	i	i	i	i	i	-3	i	i
CCCC(=O)NC(Nc1ccc(S(=O)(=O)Nc2ncccn2)cc1)(C(=O)OCC)C(F)(F)F (centres undefined)
  i	i	i	i	i	i	i	i	3	i	i
COc1cc(OC)c(OC)cc1/C=N/NC(=O)c1cnccn1
  i	i	i	i	i	i	i	i	-1	i	i
COCCNC(=O)NC(=O)COC(=O)Cc1ccc2c(c1)OCCO2
  i	i	i	i	i	i	i	i	-11	i	i
CCCCCCCC(=O)NNC(=O)c1c(O)c2ccccc2n(CC)c1=O
  i	i	i	i	i	i	i	i	99*	i	i
Cn1c(C(F)(F)F)nc2c(=O)oc3ccccc3c21
  i	i	i	i	i	i	i	i	8	i	i
O=C(c1ccc(N2CCCCC2)c([N+](=O)[O-])c1)N(c1ccccn1)c1ccccn1
  i	i	i	i	i	i	i	i	1	i	i
COC(=O)c1cccc(N(C(=O)c2ccco2)C(C(=O)NC2CCCC2)c2ccco2)c1 (centres undefined)
  i	i	i	i	i	i	i	i	4	i	i
O=C(Nc1ncc2c(n1)CC(c1cccc(Cl)c1)CC2=O)c1ccco1 (centres undefined)
  i	i	i	i	i	i	i	i	-6	i	i
Cc1cc2ccccn2c1C(=O)c1cccc([N+](=O)[O-])c1
  i	i	i	i	i	i	i	i	7	i	i
O=c1cnnc(N/N=C/c2ccc3c(c2)OCO3)[nH]1
  i	i	i	i	i	i	i	i	-3	i	i
CC(C)(O)P(C)(=O)c1ccccc1 (centres undefined)
  i	i	i	i	i	i	i	i	-4	i	i
COc1cc([N+](=O)[O-])ccc1NC(=O)C[n+]1ccccc1C
  i	i	i	i	i	i	i	i	14	i	i
CC(=O)Nc1ccc(S(=O)(=O)Nc2nc3ccccc3nc2Cl)cc1
  i	i	i	i	i	i	i	i	10	i	i
CCN(CC)C(=O)n1nc(C)c(CN2C(=O)c3ccccc3C2=O)c1C
  i	i	i	i	i	i	i	i	-2	i	i
Cc1nnc(NC(=O)C(C)Sc2nnc(-c3ccco3)n2C)s1 (centres undefined)
  i	i	i	i	i	i	i	i	-2	i	i
C=CCNC(=O)c1c(-c2c(F)cccc2Cl)noc1C
  i	i	i	i	i	i	i	i	2	i	i
Cc1nc2ccc(NC(=O)/C=C/C(=O)O)cc2nc1C
  i	i	i	i	i	i	i	i	-1	i	i
CSc1ncccc1C(=O)N1CCN(S(=O)(=O)c2ccc(F)cc2)CC1
  i	i	i	i	i	i	i	i	-4	i	i
Cc1cccc(C(=O)N[C@H](C(=O)OCc2cc(=O)n3c(n2)sc2ccccc23)C(C)C)c1
  i	i	i	i	i	i	i	i	?	i	i
CCCCCC1CC(=O)N(Cc2ccccc2)C(=O)N1 (centres undefined)
  i	i	i	i	i	i	i	i	5	i	i
CC(C)OC(=O)CSc1nnc(-c2cccnc2)n1N
  i	i	i	i	i	i	i	i	-18	i	i
CC1(c2ccc(OC(F)F)cc2)NC(=O)N(CC(=O)Nc2ccccc2)C1=O (centres undefined)
  i	i	i	29*	i	i	68*	i	-5	-10*	i
CCOc1ccc2[nH]c(=O)c(C(c3nnnn3Cc3ccco3)N3CCC(C)CC3)cc2c1 (centres undefined)
  i	i	i	i	i	i	i	i	0	i	i
COc1ccc(OC)c(S(=O)(=O)NCC(c2ccco2)N2CCc3ccccc32)c1 (centres undefined)
  i	i	i	i	i	i	i	i	4	i	i
CN(C)C(=O)Cn1c(=O)n(C)c2ccccc21
  i	i	i	i	i	i	i	i	2	i	i
CC(=O)Oc1ccc2c(=O)c(-c3ccccc3)c(C)oc2c1
  i	i	i	i	i	i	i	i	-3	i	i
CCOC(=O)c1cnn(CC2CCCCC2)c1N
  i	i	i	i	i	i	i	i	-12	i	i
CCCCOc1ccc(C(=O)NCC(=O)NCC(c2ccco2)N2CCCCC2)cc1 (centres undefined)
  i	i	i	i	i	i	i	i	-3	i	i
O=C(O)c1ccccc1NS(=O)(=O)c1ccc2c3c(cccc13)C(=O)N2
  i	i	i	i	i	i	i	i	0	i	i
COc1ccc(C2Nc3ccccc3C(=O)N2c2ccc(C)cc2)cc1Cn1cc([N+](=O)[O-])cn1 (centres undefined)
  i	i	i	i	i	i	i	i	-1	i	i
CCc1nc2ccc(C(=O)NCCc3ccccc3OC)cc2nc1CC
  i	i	i	i	i	i	i	i	-1	i	i
CCCCn1c(NCCN(C)C)nc2c1c(=O)[nH]c(=O)n2C
  i	i	i	i	i	i	i	i	2	i	i
O=C(NC(C(=O)c1ccccc1)N1CCOCC1)c1ccccc1 (centres undefined)
  i	i	i	i	i	i	i	i	1	i	i
Cc1cccc(N2Cc3ccccc3C2=NC(=O)c2ccc(Cl)nc2)c1
  i	i	i	i	i	i	i	i	-4	i	i
CCCCn1c(N)c(N(CCOC)C(=O)c2ccc(N3CCCC3)c([N+](=O)[O-])c2)c(=O)[nH]c1=O
  i	i	i	i	i	i	i	i	3	i	i
Cn1c(=O)c2c(nc(N/N=C/c3ccc(OC(=O)c4ccco4)cc3)n2Cc2ccccc2Cl)n(C)c1=O
  i	i	i	i	i	i	i	i	15	i	i
CC(=O)N1CCc2cc(S(=O)(=O)NCCC(=O)NC3CCCCCC3)ccc21
  i	i	i	i	i	i	i	i	-9	i	i
Cc1c(C(=O)Nc2ccc(F)cc2)nnn1-c1cccc(C(F)(F)F)c1
  i	i	i	i	i	i	i	i	-7	i	i
COc1ccc(N2CCN(c3oc(COc4ccc(Cl)cc4Cl)nc3C#N)CC2)cc1
  i	i	i	i	i	i	i	i	5	i	i
CCC(CC)C(=O)Nc1cccc(SC)c1
  i	i	i	i	i	i	i	i	-10	/	i
O=C(N/N=C1/CC2C=CCC12)c1ccco1 (centres undefined)
  i	i	i	i	i	i	i	i	-3	i	i
O=C(Nc1cc(Cl)ccc1O)c1cc2n(n1)C(C(F)(F)F)CC(c1ccc3c(c1)OCO3)N2 (centres undefined)
  i	i	i	i	i	i	i	i	101*	i	i
O=C(c1ccc(-c2cccc(C(F)(F)F)c2)o1)N1CCN(c2ccccc2O)CC1
  i	i	i	i	i	i	i	i	30	i	i
O=c1c2ccccc2ncn1Cc1cccc2ccccc12
  i	i	i	i	i	i	i	i	4	i	i
CCCc1cc(NCC2CCCO2)n2c(nc3ccccc32)c1C#N (centres undefined)
  i	i	i	i	i	i	i	i	13	i	i
COC(=O)c1cnn2c(C(F)(F)F)cc(-c3ccccc3)nc12
  i	i	i	i	i	i	i	i	-11	i	i
c1ccc(N2CC3CCc4ccccc4C3=N2)cc1 (centres undefined)
  i	i	i	i	i	i	i	i	-5	i	i
Cc1ccc2nc(N3C(=O)C(O)=C(C(=O)c4ccco4)C3c3cccs3)sc2c1 (centres undefined)
  i	i	i	i	i	i	i	i	52*	i	i
Cn1nccc1NC(=O)CC1(CC(=O)O)CCCCC1
  i	i	i	i	i	i	i	i	-7	i	i
Cc1cc(C)n(NC(=S)NC2CCCCC2)c(=O)c1C#N
  i	i	i	i	i	i	i	i	5	i	i

# High-throughput results as filed in PubChem BioAssay.
